High-throughput results deposited in PubChem by NMMLSC.
AGP1 TOR yeast – yeast TOR pathway AGP1-GFP modulation; S. cerevisiae AGP1-GFP multiplex flow cytometry, 3 h; GFP as percent of DMSO wells; GFP response vs DMSO, % at 10 µM; hit rate 0.02% among 320,000; AID 2066;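 active means GFP response relative to DMSO above a set limit, near screen average plus 3 SD, cut at about 150% in these data; inconclusive means fewer than 70 cells counted for the yeast strain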;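 further: median GFP channel fluorescence of the gated AGP1 strain per well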
RPL19A TOR yeast – alters RPL19A-GFP fluorescence in TOR pathway yeast screen; AID 2025; S. cerevisiae RPL19A-GFP strain, flow cytometry, 3 h; active compounds read low; hit rate 0.3% among 330,000; percent response vs DMSO, % at 10 µM;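 active means percent response vs DMSO below 50%; inconclusive means fewer than 70 events counted for the yeast strain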;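 further: median channel GFP fluorescence of the barcoded RPL19A-GFP strain; ratio of sample median GFP to plate DMSO average so 100% = DMSO; lower means less RPL19A-GFP as with rapamycin TOR inhibition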
LAP4 TOR yeast – yeast TOR pathway LAP4-GFP modulation | hit rate 0.34% among 320,000 | GFP response vs DMSO, % at 10 µM | S. cerevisiae LAP4-GFP multiplex, flow cytometry GFP, 3 h; median GFP as percent of DMSO wells;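 active means GFP response vs DMSO above a set limit, about the screen mean plus 3 SD, cut at about 150% in these data; inconclusive means under 70 cell events counted for the yeast strain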
GRK2 inh – blocks RNA aptamer binding to human GRK2; bead flow cytometry, FAM-aptamer displacement from GRK2; inhibition of aptamer binding, % at 10 µM; hit rate 0.59% among 330,000; AID 488847;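 active means inhibition of aptamer binding above 40%, roughly 3 SD of noise, on plates passing a quality check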;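 further: median bead fluorescence of bound FAM aptamer so fluorescent compounds give negative values; no value below 0 was filed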
CIT2-GFP yeast – alters CIT2-GFP fluorescence in TOR pathway yeast screen; S. cerevisiae CIT2-GFP strain, flow cytometry, 3 h; 100 means same as DMSO wells; hit rate 0.065% among 320,000; GFP response vs DMSO, % at 10 µM;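 active means GFP response relative to DMSO above a set limit, near the screen mean plus 3 SD, cut at about 150% in these data; inconclusive means Fewer than 70 cells measured for a yeast strain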;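 further: ratio of well median GFP fluorescence to mean of DMSO wells on the plate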
CR mimetic SO – caloric restriction mimetics inhibiting age-related superoxide in yeast. S. cerevisiae aged cells, superoxide DHE fluorescence; active compounds read low. superoxide response (% of plate mean), % at 10 µM. hit rate 0.18% among 330,000. AID 2690;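 active means superoxide response under a set limit, about three screen SD below normal, cut at about 65% in these data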;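 further: yeast aged for seven days with compound at 30 °C before DHE staining; 100% = average MFI of all compound-treated wells on the plate with controls excluded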
MEP2-GFP yeast – modulators of TOR pathway MEP2-GFP in S. cerevisiae. S. cerevisiae MEP2-GFP strain, flow cytometry GFP, 3 h; 100% = DMSO control level. GFP response vs DMSO, % at 10 µM. hit rate 0.51% among 330,000;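 active means GFP response versus DMSO above a set limit, roughly screen mean plus 3 SD, cut at about 180% in these data; inconclusive means fewer than 70 cells counted for a yeast strain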;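 further: median GFP fluorescence of the barcode-gated MEP2-GFP cells per well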
VLA-4 inh – inhibition in a human VLA-4 binding assay; VLA-4 expressing cells, ligand binding flow cytometry; inhibition, % (about 7 µM as worked out from the volumes in the protocol); hit rate 0.2% among 330,000; in the data active means inhibition above about 50%
Target sequence (P13612 whole entry, looked up): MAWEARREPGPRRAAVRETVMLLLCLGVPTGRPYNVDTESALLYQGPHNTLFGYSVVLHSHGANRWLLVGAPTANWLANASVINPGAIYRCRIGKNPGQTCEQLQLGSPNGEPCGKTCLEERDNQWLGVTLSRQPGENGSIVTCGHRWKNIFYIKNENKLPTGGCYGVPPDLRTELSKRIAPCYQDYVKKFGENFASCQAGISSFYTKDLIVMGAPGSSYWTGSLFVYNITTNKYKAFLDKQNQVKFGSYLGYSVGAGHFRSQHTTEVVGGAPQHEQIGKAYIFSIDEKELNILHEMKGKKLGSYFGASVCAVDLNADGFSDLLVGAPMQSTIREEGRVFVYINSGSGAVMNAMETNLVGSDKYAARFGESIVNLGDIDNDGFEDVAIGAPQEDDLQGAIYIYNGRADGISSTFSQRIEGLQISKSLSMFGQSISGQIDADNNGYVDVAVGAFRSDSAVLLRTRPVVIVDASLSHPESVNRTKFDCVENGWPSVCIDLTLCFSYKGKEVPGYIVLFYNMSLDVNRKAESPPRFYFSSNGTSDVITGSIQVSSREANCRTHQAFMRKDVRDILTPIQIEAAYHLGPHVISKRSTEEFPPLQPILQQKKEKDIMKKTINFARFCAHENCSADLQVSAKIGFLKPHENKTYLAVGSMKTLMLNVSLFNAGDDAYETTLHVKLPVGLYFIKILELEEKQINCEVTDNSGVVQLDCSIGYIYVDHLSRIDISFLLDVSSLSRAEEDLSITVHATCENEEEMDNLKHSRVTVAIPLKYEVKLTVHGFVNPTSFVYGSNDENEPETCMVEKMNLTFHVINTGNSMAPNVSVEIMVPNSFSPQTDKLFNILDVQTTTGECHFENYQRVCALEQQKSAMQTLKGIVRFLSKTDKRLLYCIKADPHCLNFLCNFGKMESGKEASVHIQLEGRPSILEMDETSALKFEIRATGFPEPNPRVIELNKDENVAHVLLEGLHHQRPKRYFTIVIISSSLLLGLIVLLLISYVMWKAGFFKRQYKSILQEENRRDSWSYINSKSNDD
Active calls of the source: *; ? = inconclusive; / = not tested or not shown; & = joins results of further samples.

SMILES	AGP1 TOR yeast	RPL19A TOR yeast	LAP4 TOR yeast	GRK2 inh	CIT2-GFP yeast	CR mimetic SO	MEP2-GFP yeast	VLA-4 inh
Cc1cccc(-n2nc3c(c2NC(=O)c2ccc(Br)o2)CSC3)c1C	/	89	89	0	83	134	85	-1
O=Cc1ccc(OCCN2CCCC2=O)cc1	88	96	79	0	92	100	96	6
Cc1ccc2c(c1)-n1c(nc3ccc(C)cc3c1=O)C(Cc1ccc(O)cc1)NC2=O (stereo unspecified)	105	110	101	0	94	98	99	2
NC(=NCCCCCCN=C(N)/N=C(\N)Nc1ccc(Cl)cc1)/N=C(\N)Nc1ccc(Cl)cc1	86&92&92	99&97&101	111&102&120	0&24&0	74&83&102	103&101&105	97&99&96	43&-2&-12
O=C(CCCN1C(=O)c2ccccc2C1=O)Nc1ccc(S(=O)(=O)N2CCOCC2)cc1	107	99	103	2	100	96	107	42
CCOC(=O)[C@@H]1[C@H]2COc3ccc(Br)cc3[C@@H]2N2C(=O)N(c3ccc(C)cc3)C(=O)[C@]12C	97	108	107	1	95	92	100	4
CC1C/C(=C\c2cccnc2)C(=O)/C(=C/c2cccnc2)C1 (stereo unspecified)	86	95	111	0	93	96	86	10
Cc1ccc2[nH]c(=O)c(CN(CC3COCCO3)C(=O)Nc3ccccc3F)cc2c1 (stereo unspecified)	93	86	91	6	87	101	90	0
Cc1ccc(S(=O)(=O)N2CCCCC2)c(C)c1NS(C)(=O)=O	96	98	100	1	98	96	100	17
O=C1CCCN1CC(=O)N1CCCC(N2CCN(c3cccc(Cl)c3)CC2)C1 (stereo unspecified)	98	103	89	2	101	99	108	6
COC(=O)c1ccc(C(=O)OC)c(NC(=O)CSCc2ccc(Br)cc2)c1	106	95	98	0	98	94	94	-8
N#C/C(=C\c1ccc(-c2cccc([N+](=O)[O-])c2)o1)C(=O)Nc1nc(-c2cccs2)cs1	110	104	104	0	103	98	104	4
COCc1cc(C)n(CC(=O)N2CCCC2)c(=O)c1C#N	110	110	92	0	108	95	105	-6
CCOC(=O)C1(Cc2ccc(Cl)cc2)CCN(C(=O)c2sc(C)nc2C)CC1	102	105	96	0	102	102	102	0
Cc1ccccc1OCC(=O)NC(=S)Nc1ccc(S(=O)(=O)NC2CCCCC2)cc1	102	101	93	1	100	113	107	0
CC(C)[C@H](NC(=O)c1ccc(C(C)(C)C)cc1)C(=O)N1CCN(Cc2ccc3c(c2)OCO3)CC1	97	101	98	6	106	102	102	-7
O=C(CSc1ccccc1)N(c1ccc(Br)cc1)c1nccs1	93	98	82	1	98	105	97	0
O=[N+]([O-])c1ccccc1/C=C/c1ccc2ccccc2n1	95	96	98	0	97	95	97	-10
CN(C)CCn1c(NCc2ccc3c(c2)OCO3)nc2ccccc21	106	104	102	1	103	94	99	-4
COc1cccc(CSc2nc(N)cc(N)n2)c1	100	98	91	0	101	93	102	4
Cc1cccc(N2CCN(CC(=O)Nc3nccs3)CC2)c1C	92	96	96	0	89	103	95	2
COc1cc(-c2c(-c3cc(OC)c(OC)c(OC)c3)noc2C)ccc1F	83	95	109	4	67	93	94	28
COC(=O)c1cc2c(C)nn(-c3ccccc3)c2s1	100	101	102	3	106	75	98	-5
COc1ccc(C2=NNC(c3cccs3)=Nc3ccc(OC)cc32)cc1	94	92	103	3	95	90	96	13
O=C(Nc1cccc(O)c1)c1cccc(C(=O)Nc2cccc(O)c2)c1	90	94	83	3	90	102	94	13
COc1cc(S(=O)(=O)N2CCn3cccc3C2C)ccc1NC(C)=O (stereo unspecified)	105	101	105	0	98	99	101	12
CN(C(=O)Cn1c(=O)oc2cc(S(=O)(=O)N3CCCC3)ccc21)C1CCCCC1	106	102	97	0	111	108	105	3
O=C(O)Cn1cnc2scc(-c3ccccc3)c2c1=O	101	106	99	0	104	91	107	2
CC(=O)Nc1cccc(-c2cnc(N)c(C(=O)c3cccnc3)n2)c1	104	105	104	4	111	119	100	9
Cn1cccc1/C=C1\SC(=S)N(CC(=O)O)C1=O	95	94	99	1	95	126	97	18
CCN(CC)S(=O)(=O)c1ccc(NC(=S)NC(=O)CC(C)C)cc1	103	111	99	0	98	95	111	-1
NS(=O)(=O)c1ccc(Cc2ncc(C(F)(F)F)cc2Cl)s1	102	100	96	0	/	102	95	-4
Cn1nnc2cc(NC(=O)NCc3ccc4c(c3)OCO4)ccc21	106	104	103	0	105	92	109	-2
CCN(CC)C(=O)CSc1ccc(C(F)(F)F)cc1[N+](=O)[O-]	92	93	97	0	90	126	97	14
CC(=O)c1ccccc1OCCCCN1CCCCC1	103	100	94	0	102	116	95	6
O=C(O)CSCC(=O)Nc1cccc(C(F)(F)F)c1	100	97	101	2	101	92	115	-8
Cc1cccc(NC(=O)c2cc(NC(=O)C3CCCCC3C(=O)O)ccc2N2CCOCC2)c1 (stereo unspecified)	106	107	84	10	103	92	96	-2
CC(C)(C)c1nnc2cccc(Cl)n12	100	99	109	2	97	104	94	4
COc1ccc(OC)c(NC(=O)Cc2c(C(=O)O)n(C)c3ccccc23)c1	107	98	106	47*	95	90	101	4
COc1cc(Br)c(CN2CCCN(C)CC2)cc1OC	93	98	89	0	97	97	102	6

Some entries already given with just GRK2 inh and CR mimetic SO:
compound	GRK2 inh	CR mimetic SO
NS(=O)(=O)c1ccc(Cc2ncc(C(F)(F)F)cc2Cl)s1	0	102
Cn1nnc2cc(NC(=O)NCc3ccc4c(c3)OCO4)ccc21	0	92

Complete entries, looked up by structure. Order of screens: AGP1 TOR yeast	RPL19A TOR yeast	LAP4 TOR yeast	GRK2 inh	CIT2-GFP yeast	CR mimetic SO	MEP2-GFP yeast	VLA-4 inh
NC(=NCCCCCCN=C(N)/N=C(\N)Nc1ccc(Cl)cc1)/N=C(\N)Nc1ccc(Cl)cc1 in the list: 86&92&92	99&97&101	111&102&120	0&24&0	74&83&102	103&101&105	97&99&96	43&-2&-12
CC(C)(C)c1nnc2cccc(Cl)n12 in the list: 100	99	109	2	97	104	94	4
Cn1nnc2cc(NC(=O)NCc3ccc4c(c3)OCO4)ccc21 in the list: 106	104	103	0	105	92	109	-2
Cc1cccc(N2CCN(CC(=O)Nc3nccs3)CC2)c1C in the list: 92	96	96	0	89	103	95	2

Further structures
SMILES	AGP1 TOR yeast	RPL19A TOR yeast	LAP4 TOR yeast	GRK2 inh	CIT2-GFP yeast	CR mimetic SO	MEP2-GFP yeast	VLA-4 inh
C/C(=N\NC(N)=O)c1ccccc1Cl	108	102	105	4	104	96	105	-5
CC(C)NS(=O)(=O)c1ccc(NC(=O)C(C)OC(=O)C2CCC2)cc1 (stereo unspecified)	108	100	103	0	106	78	104	15
COc1cc(CC(=O)OCC(=O)NC(C)c2ccccc2)cc(OC)c1OC (stereo unspecified)	95	92	92	5	96	100	90	-5
COc1cccc2cc(/C(=N/O)c3ccc(Br)cc3)oc12	102	101	102	6	103	102	115	19
CN(c1ccccc1)c1nc(N)c([N+](=O)[O-])c(Nc2ccccc2F)n1	93	86	/	0	98	98	92	-1
Cc1ccc(NC(=O)COC(=O)c2ccc3c(c2)OCCO3)cc1S(=O)(=O)N1CCOCC1	100	99	100	0	106	106	101	6
CCOC(=O)c1c(S(=O)(=O)N2CCCC2)c(C)n(C)c1C	121	109	112	3	110	93	103	3
O=C(COc1cccc2cccnc12)NCc1cccs1	97	94	102	3	99	92	93	0
Cc1cc(=O)[nH]c2c1c(C)nn2C(C)(C)C	112	106	120	1	94	111	123	1
O=C(O)c1cc(=O)n(Cc2ccccc2)c(=O)[nH]1	83	95	72	0	90	93	81	0
CCOc1ncccc1C(=O)Nc1cccc(-n2cnnn2)c1C	99	98	98	0	97	88	101	-12
COc1ccccc1C1NC(c2ccccc2OC)C(C)C(=O)C1C (stereo unspecified)	/	98	98	4	104	87	101	-1
O=C(Nc1ccccc1)c1cccnc1N1CCCC1	98	101	98	0	100	101	101	-3
Cc1cc(C)c(NC(=O)C(C)Sc2nc3ccc(N4C(=O)c5ccccc5C4=O)cc3s2)c(C)c1 (stereo unspecified)	101	100	107	2	93	100	104	0
CN(CC(=O)Nc1ccc(Cl)cc1)c1ccc(S(=O)(=O)N2CCCCC2)cc1[N+](=O)[O-]	103	102	91	2	103	99	101	-9
CC(C)C12CCC(C(=O)O)C(C1)C(=O)O2 (stereo unspecified)	109	107	101	0	107	95	107	-1
CC(=O)c1ccc(OCc2cc(C(=O)N(C)CCN3CCOCC3)no2)cc1	102	102	98	0	104	98	100	-11
Cc1sc2ncn(CC(=O)NCCCC(=O)N3CCN(c4ncccn4)CC3)c(=O)c2c1C	89	92	/	0	83	100	78	0
COc1cccc(C(=O)Nc2ccc3nc(N4CCOCC4)cc(C)c3c2)c1	87	102	93	0	82	97	90	-11
CCOC(=O)C1(Cc2ccccc2)CCCN(C(=O)C=C(C)C)C1 (stereo unspecified)	99	101	98	0	100	94	106	-3
Cc1nnc(SCc2ccc(F)cc2)s1	102	97	104	0	96	89	102	3
NC1=NC2(CCCCC2)n2c(nc3ccccc32)N1	106	104	105	1	107	112	103	11
CC(C)CC1(C)NC(=O)NC1=O (stereo unspecified)	83	86	75	1	90	90	85	17
O=C(Nc1nc2ccc(S(=O)(=O)N3CCOCC3)cc2s1)c1cccs1	89	88	86	0	84	102	90	-3
NC(=O)N/N=C/c1cc(Br)ccc1OCC(=O)NCc1ccccc1	97	99	92	5	91	87	99	16
CC1(NC(=O)Nc2ccccc2)CCS(=O)(=O)C1 (stereo unspecified)	100	94	103	6	93	109	89	5
Cc1occc1C(=O)Nc1cccc(S(=O)(=O)N2CCOCC2)c1	102	100	109	1	110	106	102	-10
O=[N+]([O-])c1ccccc1S(=O)(=O)Oc1ccc(/C=N/n2cnnc2)cc1	88	90	83	0	91	89	87	0
CC(=O)Nc1ccc(CN2CCC(n3nccc3NC(=O)CCc3ccccc3)CC2)cc1	111	94	106	0	97	99	98	11
FC(F)(F)c1nc(-c2cccnc2)ncc1-c1nnnn1-c1ccccc1	98	99	98	0	97	103	98	-5
O=C(c1cc(=O)c2ccccc2o1)N1CCN(c2cccc(Cl)c2)CC1	97	99	112	0	90	94	100	12
CCCc1c(C)nc2c(OC)cccc2c1SCC(=O)O	103	103	98	1	112	104	108	15
CC(C)NC(=O)c1ccc(CNC(=O)OCC(F)(F)F)cc1	88	94	85	2	87	99	90	7
Cn1c(SCC(=O)N2CCCC2=O)nc2ccccc21	98	98	93	1	95	92	102	7
CCn1nccc1C(=O)Nc1nc2ccccc2n1CCN1CCCCC1	?	?	?	0	?	92	?	-8
c1coc(-c2nnc(-c3cccs3)o2)c1	102	104	92	0	99	114	105	-4
Cc1cccc(Nc2nc(N)nc(CN3CCN(C)CC3)n2)c1	102	99	94	3	107	94	101	7
CCOc1cc(/C=N/N2CCOCC2)ccc1OCc1ccc(C(=O)OC)o1	101	97	104	5	93	94	106	-5
CC(C)(C)CC(C)(C)NCC(O)COc1ccc2c(c1)CCC2 (stereo unspecified)	101	107	108	0	102	100	98	6
CCOC(=O)C1CCCN(Cc2ccc(OC)cc2OC)C1 (stereo unspecified)	105	105	112	0	103	120	103	8
Cc1ccc(NC(=O)CNCc2cccs2)c(Br)c1	95	102	96	0	101	92	107	0
CCn1c(COc2ccccc2)nnc1SCC(=O)C(C)(C)C	103	99	108	0	98	106	99	20
COC(=O)c1sc2nc(-c3ccccc3)c3c(c2c1N)CCCC3	108	106	116	0	109	101	105	-4
CC(=O)c1cnc(Nc2cccc(C)c2)s1	93	96	92	1	94	115	99	6
Cn1cc(Br)c(C(=O)NC2C3CC4CC(C3)CC2C4)n1 (stereo unspecified)	104	108	94	0	102	96	104	-2

Rows were taken by chance (roughly 1.7% active in at least one column).
